MITF primary: MITF inhibitors, primary screen, biochemical, AlphaScreen, human | Microphthalmia-associated transcription factor (Homo sapiens), O75030 | AlphaScreen MITF homodimerization, bead proximity signal | inhibition, % at 2.6 µM | actives 0.91% (n = 650,000) | AID 1259374, 2018; in the data active = inhibition above about 50%;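 note: 0% = vehicle wells with protein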
TEAD-YAP inh: TEAD-YAP interaction inhibition, primary screen, TEAD-YAP interaction inhibitor project, luminescence, HEK-TIYL cells; actives 1.4% (n = 640,000); TEAD-Gal4/YAP UAS-luciferase luminescence; inhibition, % at 9.12 µM; in the data active = inhibition above about 32%;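 note: 0% = median of test compound wells and 100% = reference inhibitor wells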
FBW7 activator: FBW7 E3 ligase activators, primary screen, biochemical, AlphaScreen, human. AlphaScreen FBW7–phospho-cyclin E peptide binding, activator screen. actives 0.13% (n = 650,000). normalized activity (activation), % at 26.1 µM. AID 1259310, 2017; in the data active = normalized activity above about 1.9%;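 note: purified mutant Fbw7 with reduced substrate affinity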
Target sequence (Q969H0 whole entry, looked up): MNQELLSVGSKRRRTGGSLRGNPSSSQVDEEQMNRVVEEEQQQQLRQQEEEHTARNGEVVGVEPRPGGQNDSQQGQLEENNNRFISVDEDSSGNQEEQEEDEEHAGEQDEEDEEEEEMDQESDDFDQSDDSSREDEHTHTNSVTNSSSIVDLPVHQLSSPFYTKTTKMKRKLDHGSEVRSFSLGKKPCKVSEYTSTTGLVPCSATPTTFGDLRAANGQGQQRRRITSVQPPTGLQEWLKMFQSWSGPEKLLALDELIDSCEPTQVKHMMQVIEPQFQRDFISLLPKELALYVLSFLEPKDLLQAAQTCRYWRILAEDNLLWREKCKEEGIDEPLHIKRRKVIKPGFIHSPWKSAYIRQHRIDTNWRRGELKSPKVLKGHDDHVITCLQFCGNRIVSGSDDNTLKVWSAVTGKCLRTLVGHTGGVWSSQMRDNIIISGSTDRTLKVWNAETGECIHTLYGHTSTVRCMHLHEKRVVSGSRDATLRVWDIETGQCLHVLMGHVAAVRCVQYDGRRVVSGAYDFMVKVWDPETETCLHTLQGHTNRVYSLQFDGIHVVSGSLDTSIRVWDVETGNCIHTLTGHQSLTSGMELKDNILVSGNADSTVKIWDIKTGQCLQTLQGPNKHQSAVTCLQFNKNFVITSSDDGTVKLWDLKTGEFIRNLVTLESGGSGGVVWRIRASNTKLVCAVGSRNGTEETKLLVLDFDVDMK
GPR151 activ: activators of human GPR151, primary screen, cell-based, PathHunter beta-arrestin, luminescence; PathHunter beta-arrestin GPR151 cells; G-protein coupled receptor 151 (Homo sapiens), Q8TDV0; activation, % at 11.2 µM; actives 1% (n = 650,000); AID 1508602, 2020; in the data active = activation above about 4.9%;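 note: 0% = median of compound wells and 100% = cells with positive control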
Target sequence (Q8TDV0 whole entry, looked up): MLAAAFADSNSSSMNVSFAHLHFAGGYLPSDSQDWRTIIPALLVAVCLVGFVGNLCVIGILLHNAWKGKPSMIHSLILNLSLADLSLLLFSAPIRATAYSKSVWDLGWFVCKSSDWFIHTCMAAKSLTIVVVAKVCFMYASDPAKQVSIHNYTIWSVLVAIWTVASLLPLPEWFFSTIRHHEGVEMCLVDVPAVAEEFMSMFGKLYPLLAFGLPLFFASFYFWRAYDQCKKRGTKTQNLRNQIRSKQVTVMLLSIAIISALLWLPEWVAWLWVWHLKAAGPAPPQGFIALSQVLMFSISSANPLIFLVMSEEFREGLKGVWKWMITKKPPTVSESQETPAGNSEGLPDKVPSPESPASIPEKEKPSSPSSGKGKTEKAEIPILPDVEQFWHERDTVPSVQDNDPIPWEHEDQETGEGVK
* = called active by the depositor.

Results for CC(C)N1C(=O)/C(=C(/C#N)C(=O)C(C)(C)C)c2ccccc21 ?
MITF primary: 17; TEAD-YAP inh: -2; FBW7 activator: 0.0; GPR151 activ: 1.1

What do the screens show for `CCOc1cc(C2CC(=O)N3C(=C2C#N)SCC3(O)c2ccc(F)cc2)ccc1OC` (stereo not drawn)?
MITF primary: -6; TEAD-YAP inh: -16; FBW7 activator: -0.2; GPR151 activ: 0.1

What do the screens show for `O=C(O)c1ccc(C(=O)c2ccc3c(c2)C(=O)N(c2ccc4c(c2)OCO4)C3=O)cc1`?
MITF primary: -1; TEAD-YAP inh: 0; FBW7 activator: -0.1; GPR151 activ: 3.1

How did Cc1ccc2c(NC(=O)Cc3csc(-n4cccc4)n3)cccc2n1 do in these assays?
MITF primary: 8; TEAD-YAP inh: -17; FBW7 activator: 0.1; GPR151 activ: 3.9

What do the screens show for `O=C(CCN1CCOCC1)Nc1cc(C(=O)NCc2ccco2)ccc1N1CC2CC(C1)c1cccc(=O)n1C2` (stereo not drawn)?
MITF primary: -1; TEAD-YAP inh: -25; FBW7 activator: 0.1; GPR151 activ: 1.7

Results for CCSCCOC(=O)C1=C(C)NC2=C(C(=O)CC(C)(C)C2)C1c1ccc(F)cc1 (stereo not drawn) ?
MITF primary: 18; TEAD-YAP inh: 9; FBW7 activator: 0.7; GPR151 activ: 0.7

How did Cc1cccc(-n2c(O)c(C=Nc3ccc4c(c3)OCO4)c(=O)[nH]c2=O)c1 do in these assays?
MITF primary: 4; TEAD-YAP inh: -6; FBW7 activator: 0.0; GPR151 activ: 0.1

What do the screens show for `c1ccc2c(c1)nc(N1CCCCC1)c1nncn12`?
MITF primary: 13; TEAD-YAP inh: -1; FBW7 activator: 0.2; GPR151 activ: -0.3

What do the screens show for `Cc1ccc(-c2nn(CC(=O)N(C)C)c(=O)c3ccccc23)cc1`?
MITF primary: -3; TEAD-YAP inh: -16; FBW7 activator: 0.1; GPR151 activ: 0.2

Results for Cn1ccnc1N1CCN(CC(=O)NCC2CCCO2)CC1 (stereo not drawn) ?
MITF primary: 6; TEAD-YAP inh: 7; FBW7 activator: 0.0; GPR151 activ: 0.0

Results for CC(C)OC(=O)c1nnc(Cc2ccc(Cl)cc2)o1 ?
MITF primary: -12; TEAD-YAP inh: -10; FBW7 activator: -0.2; GPR151 activ: 1.2

What do the screens show for `Cc1cccn2c(=O)c3cc(C#N)c(=O)n(-c4ccc([N+](=O)[O-])cc4)c3nc12`?
MITF primary: -2; TEAD-YAP inh: 0; FBW7 activator: -0.1; GPR151 activ: 1.7

How did O=C(N/N=C/C(Br)=C/c1ccccc1)c1cc(-c2ccco2)[nH]n1 do in these assays?
MITF primary: 34; TEAD-YAP inh: -3; FBW7 activator: 0.2; GPR151 activ: 0.3

What do the screens show for `CC(C)COC(=O)Nc1cccc([N+](=O)[O-])c1`?
MITF primary: 5; TEAD-YAP inh: -11; FBW7 activator: 0.4; GPR151 activ: -0.7

What do the screens show for `N#CC(=C1N=c2ccccc2=N1)c1c(O)n(Cc2cccc([N+](=O)[O-])c2)c2ccccc12`?
MITF primary: -9; TEAD-YAP inh: -7; FBW7 activator: -0.1; GPR151 activ: 1.9

How did COc1cccc(N(CC(=O)NC(C)C)S(=O)(=O)c2ccccc2)c1 do in these assays?
MITF primary: 15; TEAD-YAP inh: -14; FBW7 activator: 0.0; GPR151 activ: 2.5

How did Cc1c(C(=O)N2CCN(c3ccccc3F)CC2)nnn1-c1nc(-c2ccccc2)cs1 do in these assays?
MITF primary: 3; TEAD-YAP inh: 9; FBW7 activator: 0.7; GPR151 activ: 0.2

How did CC(=O)c1cccc(NC(=O)c2ncoc2-c2ccccc2C(F)(F)F)c1 do in these assays?
MITF primary: 8; TEAD-YAP inh: 8; FBW7 activator: 0.0; GPR151 activ: 0.8

How did CCOC(=O)c1ccc(NC(=O)CCSc2ccc(C)cc2)cc1 do in these assays?
MITF primary: 19; TEAD-YAP inh: -2; FBW7 activator: 0.2; GPR151 activ: -0.4

Results for COc1cccc(CNC(=O)CCCCn2c(=S)[nH]c3ccsc3c2=O)c1 ?
MITF primary: 9; TEAD-YAP inh: 0; FBW7 activator: 0.0; GPR151 activ: -0.4

How did COC(=O)CCCC(=O)N1CCC(C(=O)Nc2ccc(-c3nc4ccccc4o3)cc2)CC1 do in these assays?
MITF primary: -6; TEAD-YAP inh: -1; FBW7 activator: -0.1; GPR151 activ: -0.1

How did Cc1c(NS(=O)(=O)c2ccccc2)ccc([N+](=O)[O-])c1C do in these assays?
MITF primary: 5; TEAD-YAP inh: -10; FBW7 activator: 0.1; GPR151 activ: 0.4

How did CCOC(=O)c1ccc(N2Cc3ccccc3C2=N)cc1 do in these assays?
MITF primary: -12; TEAD-YAP inh: -35; FBW7 activator: 0.0; GPR151 activ: -2.7

Results for CC(C)CCN(C(=O)CCl)c1c(N)n(Cc2ccccc2)c(=O)[nH]c1=O ?
MITF primary: 13; TEAD-YAP inh: 68*; FBW7 activator: 0.0; GPR151 activ: -1.9

Results for Cc1cc(C)c2c(NCc3cccn3C)n[nH]c2n1 ?
MITF primary: -3; TEAD-YAP inh: -3; FBW7 activator: -0.1; GPR151 activ: 0.5

Results for CCN(c1ccccc1)S(=O)(=O)c1ccc(F)c(C(=O)Nc2ccc(Cl)c(Cl)c2)c1 ?
MITF primary: -12; TEAD-YAP inh: -4; FBW7 activator: 0.1; GPR151 activ: 2.8

What do the screens show for `O=C(NNC(=S)NC(=O)c1cccs1)c1ccc(NC(=O)c2ccccc2)cc1`?
MITF primary: 4; TEAD-YAP inh: -13; FBW7 activator: 0.0; GPR151 activ: -1.0

Results for CC(=O)NCC(=O)NC(C(=O)Nc1ccc2c(c1)OCO2)c1ccc(C)cc1 (stereo not drawn) ?
MITF primary: 2; TEAD-YAP inh: 9; FBW7 activator: 0.1; GPR151 activ: -1.5

Results for CC1=NN(c2ccccc2)C(=O)C1/C=C1\C(=O)NC(=O)N(c2ccccc2)C1=O (stereo not drawn) ?
MITF primary: 5; TEAD-YAP inh: 1; FBW7 activator: 0.0; GPR151 activ: 1.4

What do the screens show for `O=C(NCCc1ccccc1)c1c(O)c2cccc3c2n(c1=O)CC3`?
MITF primary: 12; TEAD-YAP inh: 7; FBW7 activator: 0.5; GPR151 activ: 0.5

How did COc1ccccc1NC(=O)C1=C(C)NC(S)=C(C#N)C1c1ccccc1 (stereo not drawn) do in these assays?
MITF primary: -8; TEAD-YAP inh: -6; FBW7 activator: -0.1; GPR151 activ: -0.2

How did Cc1ccc(-c2nnc(SCC(=O)Nc3ccc(N4CCOCC4)cc3)o2)cc1 do in these assays?
MITF primary: 8; TEAD-YAP inh: 15; FBW7 activator: -0.2; GPR151 activ: 0.3

Results for CC1=C(c2ccc(C)cc2)S(=O)(=O)NC1=NCc1ccccc1Cl ?
MITF primary: -4; TEAD-YAP inh: 5; FBW7 activator: -0.2; GPR151 activ: 0.3

What do the screens show for `CN(Cc1ccccc1)S(=O)(=O)c1ccc(NC(=O)/C=C/c2ccco2)cc1`?
MITF primary: -4; TEAD-YAP inh: 11; FBW7 activator: -0.1; GPR151 activ: 2.0

Results for Cc1c([N+](=O)[O-])cc(S(=O)(=O)N2CCCCC2)cc1[N+](=O)[O-] ?
MITF primary: -3; TEAD-YAP inh: -13; FBW7 activator: -0.1; GPR151 activ: 0.3

Results for O=c1c2sccc2nc(SCC2OCCO2)n1Cc1ccc2c(c1)OCO2 ?
MITF primary: 4; TEAD-YAP inh: -8; FBW7 activator: -0.2; GPR151 activ: -3.0

Results for COc1cc(/C=N/NC(=O)c2cccc([N+](=O)[O-])c2)cc([N+](=O)[O-])c1O ?
MITF primary: 10; TEAD-YAP inh: 9; FBW7 activator: -0.2; GPR151 activ: -0.1

Results for CC(=O)Nc1ccc2nc(NS(=O)(=O)c3ccc(C)cc3)sc2c1 ?
MITF primary: -1; TEAD-YAP inh: -5; FBW7 activator: -0.1; GPR151 activ: 0.4

Results for O=c1ccc(-c2ccc(Cl)cc2)n[nH]1 ?
MITF primary: 2; TEAD-YAP inh: 2; FBW7 activator: -0.1; GPR151 activ: -1.5

What do the screens show for `CNC(=O)COC(=O)c1ccc(S(=O)(=O)N2CCOCC2)cc1`?
MITF primary: 5; TEAD-YAP inh: -1; FBW7 activator: -0.1; GPR151 activ: 1.4

Results for COc1ccc(C(c2nnnn2Cc2ccco2)N2CCN(c3ccc(F)cc3)CC2)cc1 (stereo not drawn) ?
MITF primary: 6; TEAD-YAP inh: 7; FBW7 activator: -0.1; GPR151 activ: 1.4

How did N/C(Cc1ccc([N+](=O)[O-])cc1)=N\OC(=O)c1ccc(I)cc1 do in these assays?
MITF primary: 3; TEAD-YAP inh: 21; FBW7 activator: 0.0; GPR151 activ: 0.8

What do the screens show for `O=C(CSCc1ccc([N+](=O)[O-])cc1)Nc1cc(Cl)ccc1O`?
MITF primary: 9; TEAD-YAP inh: -5; FBW7 activator: 0.2; GPR151 activ: -0.9

Results for CCOc1ccc2nc(NCCNC(=S)NCCCN(C)C)c(C#N)cc2c1 ?
MITF primary: 0; TEAD-YAP inh: 1; FBW7 activator: 0.3; GPR151 activ: -0.4

What do the screens show for `COc1cc(NC(=O)Cc2nn(C)c(=O)c3ccccc23)cc(OC)c1OC`?
MITF primary: 1; TEAD-YAP inh: -2; FBW7 activator: -0.1; GPR151 activ: -0.4

What do the screens show for `COc1ccccc1NC(=O)c1ccc2c(=O)n(-c3ccccc3)c(=S)[nH]c2c1`?
MITF primary: 8; TEAD-YAP inh: 3; FBW7 activator: 0.0; GPR151 activ: 0.9

How did CCOc1ccccc1Nc1sc(C(=O)c2ccccc2)c(N)c1C#N do in these assays?
MITF primary: -4; TEAD-YAP inh: 9; FBW7 activator: 0.1; GPR151 activ: 1.7

Results for COc1c(Cl)cnc(Cl)c1C(N)=O ?
MITF primary: 3; TEAD-YAP inh: 7; FBW7 activator: 0.0; GPR151 activ: -0.1

Results for CC1(C)CC(=O)C2=C(C1)N(c1sc3c(c1C#N)CCCCC3)C(N)=C(C#N)C2c1ccc(F)cc1 (stereo not drawn) ?
MITF primary: -2; TEAD-YAP inh: -4; FBW7 activator: -0.1; GPR151 activ: 2.0

What do the screens show for `Cc1c(C(=O)NC2CCCCCC2)sc2ncnc(N3CCN(c4ccccn4)CC3)c12`?
MITF primary: -10; TEAD-YAP inh: -7; FBW7 activator: 0.5; GPR151 activ: -0.3

Reprinted from the part before: five compounds, followed by the next part.
What do the screens show for `COc1ccccc1NC(=O)c1ccc2c(=O)n(-c3ccccc3)c(=S)[nH]c2c1`?
MITF primary: 8; TEAD-YAP inh: 3; FBW7 activator: 0.0; GPR151 activ: 0.9

How did CCOc1ccccc1Nc1sc(C(=O)c2ccccc2)c(N)c1C#N do in these assays?
MITF primary: -4; TEAD-YAP inh: 9; FBW7 activator: 0.1; GPR151 activ: 1.7

Results for COc1c(Cl)cnc(Cl)c1C(N)=O ?
MITF primary: 3; TEAD-YAP inh: 7; FBW7 activator: 0.0; GPR151 activ: -0.1

Results for CC1(C)CC(=O)C2=C(C1)N(c1sc3c(c1C#N)CCCCC3)C(N)=C(C#N)C2c1ccc(F)cc1 (stereo not drawn) ?
MITF primary: -2; TEAD-YAP inh: -4; FBW7 activator: -0.1; GPR151 activ: 2.0

What do the screens show for `Cc1c(C(=O)NC2CCCCCC2)sc2ncnc(N3CCN(c4ccccn4)CC3)c12`?
MITF primary: -10; TEAD-YAP inh: -7; FBW7 activator: 0.5; GPR151 activ: -0.3

Results for CC1CCCN(c2nc3c(c(=O)[nH]2)CCN(Cc2coc4ccccc4c2=O)C3)C1 (stereo not drawn) ?
MITF primary: -17; TEAD-YAP inh: 8; FBW7 activator: 0.0; GPR151 activ: 1.4

What do the screens show for `CC(C)(C)c1csc(N/N=C/c2cccnc2)n1`?
MITF primary: 1; TEAD-YAP inh: -69; FBW7 activator: -0.1; GPR151 activ: 1.5

What do the screens show for `CCCc1cc(=O)[nH]c(SCc2ccc(Cl)cc2Cl)n1`?
MITF primary: 7; TEAD-YAP inh: -2; FBW7 activator: 0.1; GPR151 activ: -0.8

Results for CCCN(C(=O)C1CCC1)c1nnc(-c2cccc(F)c2)s1 ?
MITF primary: 12; TEAD-YAP inh: -5; FBW7 activator: 0.1; GPR151 activ: -0.5

Results for O=c1oc2c(Cl)cc(Cl)cc2cc1-c1nc(-c2ccc(Cl)cc2)cs1 ?
MITF primary: 7; TEAD-YAP inh: 8; FBW7 activator: 0.0; GPR151 activ: 1.1

How did CCC(=O)NNC(=O)C1CC1(c1ccccc1)c1ccccc1 (stereo not drawn) do in these assays?
MITF primary: -2; TEAD-YAP inh: -2; FBW7 activator: -0.1; GPR151 activ: -0.7

What do the screens show for `CCOC(=O)N/N=C1\C[C@@H](O)[C@@H](O)[C@@H]2[C@@H]3C(=O)N(Cc4ccc5c(c4)OCO5)C(=O)[C@@H]3CC[C@@H]12`?
MITF primary: 1; FBW7 activator: -0.1; GPR151 activ: -1.5

What do the screens show for `CCCC(=O)Oc1cc2c(C(=O)OCC)c(C)n(C)c2c2ccccc12`?
MITF primary: 12; TEAD-YAP inh: -5; FBW7 activator: 0.3; GPR151 activ: -1.3

Results for COc1ccc(C2CC(C(F)(F)F)n3ncc(C(=O)Nc4cc(Cl)ccc4O)c3N2)cc1 (stereo not drawn) ?
MITF primary: -10; TEAD-YAP inh: -7; FBW7 activator: 0.2; GPR151 activ: 3.4

Results for O=[N+]([O-])c1ccc(O)c(CN2CCOCC2)c1 ?
MITF primary: 12; TEAD-YAP inh: 2; FBW7 activator: 0.1; GPR151 activ: 0.4

Screening data deposited in PubChem by The Scripps Research Institute Molecular Screening Center.
